Source: PubChem BioAssay (several laboratories)
NALP1 inh: NALP1 inflammasome inhibitors in reconstituted yeast, colorimetric, S. cerevisiae, triplicate retest; S. cerevisiae NALP1/ASC/caspase-1 growth, X-gal OD620, 72 h; inhibition, % at 10 µM; actives 0.61% (n = 280,000); in the data active means inhibition mostly above about 24%, no sharp cut-off; inactive means mostly below about 32%; further: some compounds called inactive have numbers as strong as hits
MEKK2 mut-MEK5: MEK5 binding signal on mutant MEKK2 PB1, primary screen, biochemical, multiplex bead flow cytometry, Alexa488-MEK5; Alexa488-MEK5 binding to MEKK2 mutant; percent response, % at 10 µM; actives 0.35% (n = 290,000); AID 1530, 2009; in the data active means percent response above about 24%, passing the limit was not always enough; further: inactives centre near 1; some results filed as inactive read as strong as hits; reference of the scale not given here
PHOSPHO1 block: PubChem AID 1565 | Phosphoethanolamine/phosphocholine phosphatase (Homo sapiens), Q8TCT1 | recombinant PHOSPHO1, absorbance phosphatase assay | inhibition, % at 13.3 µM | actives 1.1% (n = 290,000); in the data active means inhibition above about 60%
GPR7 antagonist: GPR7 receptor antagonists, primary screen, cell-based, fluorescence, single concentration | Neuropeptides B/W receptor type 1 (Homo sapiens), P48145 | GPR7-expressing cells, fluorescence antagonist assay | inhibition, % at 4.4 µM | actives 1.1% (n = 290,000) | AID 1861, 2009; in the data active means inhibition above about 16%, passing the limit was not always enough;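 further: cells stimulated with the agonist NPW; 0% = agonist with vehicle and 100% = vehicle without agonist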
Target sequence (P48145 whole entry, looked up): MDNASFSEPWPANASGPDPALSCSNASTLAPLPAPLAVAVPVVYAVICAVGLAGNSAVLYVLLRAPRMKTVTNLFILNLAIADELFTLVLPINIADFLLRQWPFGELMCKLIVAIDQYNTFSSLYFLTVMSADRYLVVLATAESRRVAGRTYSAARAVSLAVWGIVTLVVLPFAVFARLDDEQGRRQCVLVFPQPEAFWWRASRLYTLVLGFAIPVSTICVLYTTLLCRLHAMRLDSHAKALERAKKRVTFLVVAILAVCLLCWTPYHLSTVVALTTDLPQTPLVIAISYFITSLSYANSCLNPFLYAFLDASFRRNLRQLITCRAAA
PfM18AAP inh: PfM18AAP inhibitors, malaria aminopeptidase, primary screen, biochemical, QFRET, recombinant enzyme; M18 aspartyl aminopeptidase (Plasmodium falciparum 3D7); H-Glu-NHMec fluorogenic cleavage; inhibition, % at 7.35 µM; actives 1.2% (n = 290,000);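 active means inhibition above the campaign mean inhibition over all tested compounds plus 3 SD, cut at about 28% in these data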;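 further: 0% = plate median of test compound wells and 100% = 2 mM ZnCl2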
OXTR agonist: human OXTR agonists, primary screen, fluorescence, CHO-OTR cells, Fluo-8 calcium. activation, % at 3 µM. Fluo-8 calcium fluorescence; normalized: DMSO 0%, oxytocin 100%. actives 0.32% (n = 320,000). AID 2435, 2010. Oxytocin receptor (Homo sapiens), P30559;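 active means activation above the mean of all tested compounds plus 3 SD, cutoff set per screening run, cut at about 20% in these data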;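 further: peak over basal fluorescence ratio from a 100 s FLIPR kinetic read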
MEKK2 WT-MEK5: modulators of MEK5 binding to wildtype MEKK2, primary screen, biochemical, multiplex bead flow cytometry, Alexa488-MEK5; Alexa488-MEK5 binding to MEKK2 WT; actives lie on both sides; AID 1531, 2009; binding response (% of control), % at 10 µM; actives 1.1% (n = 290,000); Mitogen-activated protein kinase kinase kinase 2 (Homo sapiens), Q9Y2U5; in the data active means binding response below about 67% or above about 130%
DNA FID counter: compounds displacing fluorescent DNA intercalator, primary screen, artefact control for HCV NS3 helicase inhibitor project, biochemical, FID fluorescence | actives 0.17% (n = 290,000) | AID 1845, 2009 | DNA fluorescent intercalator displacement | inhibition, % at 7.9 µM; in the data active means inhibition above about 37%;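 further: 0% = vehicle and 100% = reference compound; higher means more ethidium bromide displaced from hairpin DNA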
MEKK3 PB1 HTS: modulators of MEKK3-MEK5 PB1 binding, primary screen, biochemical, wildtype MEKK3, multiplex bead flow cytometry, Alexa488-MEK5; Mitogen-activated protein kinase kinase kinase 3 (Homo sapiens), Q99759; bead-based flow cytometry, Alexa488-MEK5 binding to MEKK3; actives lie on both sides; 0 = blocked by unlabeled MEK5, 100 = vehicle; binding response (% of control), % at 10 µM; actives 1.4% (n = 290,000); AID 1529, 2009;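 active means binding response more than 3 SD above or below the average of its plate-row segment, actives on both sides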;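 further: Alexa488 bead fluorescence after subtracting the streptavidin-only scavenger bead signal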
Target sequence (Q99759 whole entry, looked up): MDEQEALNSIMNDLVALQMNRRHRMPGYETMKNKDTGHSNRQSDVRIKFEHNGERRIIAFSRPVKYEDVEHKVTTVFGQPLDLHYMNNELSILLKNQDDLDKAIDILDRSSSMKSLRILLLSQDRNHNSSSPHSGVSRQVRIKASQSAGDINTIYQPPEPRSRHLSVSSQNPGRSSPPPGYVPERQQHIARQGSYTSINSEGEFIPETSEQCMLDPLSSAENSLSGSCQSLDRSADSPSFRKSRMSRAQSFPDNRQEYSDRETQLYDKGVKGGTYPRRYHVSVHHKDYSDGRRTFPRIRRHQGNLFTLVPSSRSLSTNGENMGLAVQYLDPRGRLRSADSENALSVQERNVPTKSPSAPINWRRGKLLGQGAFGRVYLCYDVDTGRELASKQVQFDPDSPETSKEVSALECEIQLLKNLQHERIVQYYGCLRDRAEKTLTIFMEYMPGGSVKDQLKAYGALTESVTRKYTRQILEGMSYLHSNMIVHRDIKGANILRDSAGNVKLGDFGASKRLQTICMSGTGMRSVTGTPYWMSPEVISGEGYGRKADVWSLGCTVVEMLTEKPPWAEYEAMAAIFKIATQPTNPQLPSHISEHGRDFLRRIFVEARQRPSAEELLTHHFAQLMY
Numbers without * were called inactive; . = not tested or not shown; & = joins results of further samples.

SMILES | NALP1 inh | MEKK2 mut-MEK5 | PHOSPHO1 block | GPR7 antagonist | PfM18AAP inh | OXTR agonist | MEKK2 WT-MEK5 | DNA FID counter | MEKK3 PB1 HTS
CC(C)OCCCn1c(SCC(=O)N2CCc3ccccc32)nc2ccccc2c1=O | 29.4 | 0.0 | 0.0 | -5.9 | 0.3 | -0.4 | 100.0 | 2.3 | 122.0
COC(=O)c1cccc(NC(=O)Cc2coc3cc(OC)ccc23)c1 | 15.3 | 4.0 | 10.2 | 6.8 | 2.5 | 3.2 | 103.0 | -5.6 | 102.0
COc1ccc(NC(=O)Nc2nnc(CC(=O)NCc3ccccc3)s2)cc1 | 6.4 | 2.0 | 49.8 | 0.0 | 0.9 | -0.6 | 101.0 | -7.6 | 104.0
Cc1cccc(C(=O)n2c(=S)nc3ccccn32)c1 | 8.2 | 2.0 | 84.6* | 0.1 | 6.4 | -0.4 | 102.0 | -3.4 | 100.0
COc1ccc(-n2cnnc2SCC(=O)N2CCN(S(=O)(=O)c3ccccc3)CC2)cc1 | 32.8 | -2.0 | 32.6 | -2.8 | 5.4 | -0.5 | 102.0 | -19.5 | 100.0
C=CCn1c(SCC(=O)c2cc(C)n(C(C)COC)c2C)nc2sc(C)c(C)c2c1=O (stereo unspecified) | 0.0 | -6.0 | -6.7 | -6.9 | 2.2 | -1.2 | 89.0 | -3.5 | 95.0
CC(=O)/C(=N/Nc1ccc([N+](=O)[O-])cc1)N1CCCc2ccccc21 | . | 1.0 | 38.3 | -6.7 | 0.5 | -1.8 | 103.0 | 2.3 | 106.0
COc1ccc(C2C(C(N)=O)=C(C)Nc3nc(CCCO)nn32)cc1OC (stereo unspecified) | 3.2 | 2.0 | 11.4 | -14.3 | 3.1 | -0.3 | 99.0 | -8.3 | 99.0
CC1CNCCN1S(=O)(=O)c1cccc2cnccc12 (stereo unspecified) | 29.8 | -5.0 | 8.4 | -11.2 | 0.3 | 0.2&1.2 | 95.0 | -0.4 | 83.0
O=C(c1ccco1)N1CCN(C(=O)c2snc3ccc(Cl)cc23)CC1 | -37.4 | 4.0 | 39.1 | -8.6 | 0.2 | 0.3 | 100.0 | -11.3 | 99.0
Cc1cc(C(=O)Nc2ccc(Cl)cc2)n(-c2ccccc2)n1 | 12.3 | 1.0 | 18.7 | -0.4 | -2.6 | -2.1 | 104.0 | -10.9 | 103.0
Cc1sc(NC(=O)COc2cccc(-n3cnnn3)c2)c(C#N)c1C | -3.2 | -3.0 | 27.7 | 15.8 | 10.5 | 0.6 | 98.0 | 0.1 | 98.0
COc1cccc(OC)c1OCCCCN1CCCCC1 | 1.1 | 9.0 | 24.3 | -11.5 | -3.8 | 0.5 | 118.0 | 2.8 | 110.0
COc1ccc(NC(=O)C2Cc3cccc(OC)c3O/C2=N\O)cc1 (stereo unspecified) | -12.4 | 5.0 | . | 4.5 | -18.6 | 1.2 | 110.0 | -9.6 | 108.0
c1ccc(-c2nc3nc4ccccc4nc3n2Cc2ccco2)cc1 | 24.7 | 2.0 | 27.7 | -14.9 | -41.1 | -0.3 | 100.0 | -17.0 | 102.0
COc1ccc(CC(=O)OCC(=O)Nc2ccc(Cl)cn2)cc1 | 2.9 | 4.0 | 4.6 | -4.9 | 5.2 | -0.7 | 100.0 | -6.3 | 100.0
O=C(c1cccs1)N(CCN1CCCCC1)CC1CCCN(C2CCCC2)C1 (stereo unspecified) | 2.5 | 8.0 | 11.9 | -6.1 | -11.6 | 0.1 | 108.0 | 16.4 | 100.0
CCOCCCNC(=O)c1ccc2c(c1)ncn2-c1ccccc1OC | 1.7 | 4.0 | 11.4 | -5.7 | -4.6 | -0.1 | 97.0 | -28.7 | 100.0
O=C(CSc1ccccc1)N1CCN(c2ccccc2)CC1 | -1.6 | 2.0 | -10.4 | -6.9 | -0.6 | -0.3 | 103.0 | -15.4 | 102.0
O=C(c1cccc(F)c1)N1CCCC(C(=O)N2CCCCCC2)C1 (stereo unspecified) | 8.4 | 5.0 | 24.2 | -6.0 | -1.6 | 0.3 | 105.0 | -9.2 | 104.0
COc1ccc2c(c1)C(C)=CC(C)(C)N2C(=O)CNCc1ccc2c(c1)OCO2 | 14.5 | 5.0 | 11.2 | 17.9 | 12.3 | 0.3 | 111.0 | 13.8 | 103.0
O=C(NNc1ccccc1C(F)(F)F)c1cccs1 | 20.4 | -23.0 | -8.1 | -8.0 | 2.8 | 0.6 | 88.0 | -3.9 | 90.0
COc1cccc(N=Nc2ccc(O)c3ncccc23)c1 | 5.1 | 0.0 | 26.5 | -11.1 | 5.5 | -2.1 | 97.0 | -8.1 | 98.0
CCN1CCc2c(sc(NC(=S)NC(=O)c3ccco3)c2C(N)=O)C1 | 6.2 | -11.0 | -70.3 | -9.5 | 33.3* | 0.7 | 95.0 | 1.0 | 95.0
Nc1nnc(SC2CC(=O)N(c3ccccc3)C2=O)s1 (stereo unspecified) | 36.7* | 5.0 | 97.6* | -10.7 | -117.3 | -0.1 | 107.0 | -3.5 | 106.0
O=C(c1cc(Cl)nc2ccccc12)N1CCCCC1 | -4.8 | 5.0 | 36.0 | 6.9 | -9.0 | -1.1 | 104.0 | -5.0 | 104.0
CC1(C)CC(NC(=O)COc2ccc(Cl)cc2Cl)CC(C)(C)N1 | 2.6 | 0.0 | 26.1 | -6.4 | 3.9 | 0.3 | 98.0 | 5.8 | 101.0
CCc1ccc(C(=O)NNc2ccc(F)cc2)cc1 | -1.2 | -2.0 | 24.6 | -8.9 | 12.0 | -1.5 | 102.0 | -3.6 | 97.0
COCCn1c(N)c(N(Cc2ccccc2)C(=O)c2oc3ccccc3c2C)c(=O)[nH]c1=O | 10.0 | -9.0 | -19.6 | -8.3 | 4.8 | -0.3 | 88.0 | -17.1 | 101.0
COCCNC(=O)C(c1cccc(OC)c1)N(C(=O)Cn1nnc2ccccc21)c1cccnc1 (stereo unspecified) | 7.7 | 7.0 | -7.1 | 11.2 | -13.0 | -1.1 | 110.0 | -15.3 | 111.0

Among those listed so far, 3 contain fluorine.
SMILES | NALP1 inh | MEKK2 mut-MEK5 | PHOSPHO1 block | GPR7 antagonist | PfM18AAP inh | OXTR agonist | MEKK2 WT-MEK5 | DNA FID counter | MEKK3 PB1 HTS
O=C(c1cccc(F)c1)N1CCCC(C(=O)N2CCCCCC2)C1 (stereo unspecified) | 8.4 | 5.0 | 24.2 | -6.0 | -1.6 | 0.3 | 105.0 | -9.2 | 104.0
O=C(NNc1ccccc1C(F)(F)F)c1cccs1 | 20.4 | -23.0 | -8.1 | -8.0 | 2.8 | 0.6 | 88.0 | -3.9 | 90.0
CCc1ccc(C(=O)NNc2ccc(F)cc2)cc1 | -1.2 | -2.0 | 24.6 | -8.9 | 12.0 | -1.5 | 102.0 | -3.6 | 97.0

Continued:
SMILES | NALP1 inh | MEKK2 mut-MEK5 | PHOSPHO1 block | GPR7 antagonist | PfM18AAP inh | OXTR agonist | MEKK2 WT-MEK5 | DNA FID counter | MEKK3 PB1 HTS
N#CCC(=N)N1CCN(c2ccc(F)cc2)CC1 | 16.7 | -1.0 | -4.0 | 7.6 | -14.0 | -0.1 | 96.0 | -6.0 | 102.0
CCC(C)NC(=O)CSc1nnc(-c2ccoc2C)n1CC1CCCO1 (stereo unspecified) | -4.5 | 3.0 | -4.6 | 1.3 | 2.3 | -0.7 | 102.0 | -4.3 | 103.0
COc1cc2c(cc1OC)C(c1cccc(F)c1)CC(=O)N2 (stereo unspecified) | 10.1 | 4.0 | 25.3 | -0.1 | 2.7 | 0.1 | 104.0 | -11.3 | 109.0
Cc1ccc2cc(CCNC(=O)CCCc3ccccc3)c(=O)[nH]c2c1C | 15.1 | 8.0 | 21.8 | -12.9 | 4.1 | -2.9 | 106.0 | -34.6 | 104.0
COCCCNC(=O)CSc1nc2c(sc3ccccc32)c(=O)n1CCCC(=O)NCC1CCCO1 (stereo unspecified) | 9.2 | -11.0 | 0.6 | -5.2 | -3.2 | -0.5 | 83.0 | -23.6 | 97.0
CC(=O)N1CCc2cc(S(=O)(=O)NC(Cc3ccccc3)C(=O)O)ccc21 (stereo unspecified) | 14.2 | 3.0 | 24.0 | -16.0 | -16.0 | 0.1 | 108.0 | -0.5 | 106.0
O=C(COC(=O)C1CCN(/C=C/C(=O)C(F)(F)F)CC1)Nc1ccccc1 | 26.4 | 9.0 | 1.8 | -2.7 | 2.0 | -0.9 | 109.0 | -1.5 | 95.0
CCCNS(=O)(=O)c1ccc(OCC(=O)N(C)Cc2ccccc2)cc1 | 16.1 | -8.0 | 28.3 | -1.8 | 0.8 | 1.4 | 48.0 | -24.7 | 51.0
CCOc1ccc2[nH]c(=O)c(CN(Cc3ccc(F)cc3)C(=O)c3ccco3)cc2c1 | -10.2 | 4.0 | 20.3 | -5.4 | -5.3 | -1.6 | 96.0 | -13.8 | 104.0
O=S(=O)(c1ccc2ccccc2c1)N1CCN(C2CCN(Cc3ccccc3)CC2)CC1 | -5.5 | 13.0 | 14.7 | 2.0 | 1.9 | -0.6 | 129.0 | 25.5 | 109.0
Cc1c(NS(=O)(=O)c2ccccc2)c(=O)n(-c2ccccc2)n1C | 0.5 | 7.0 | -19.9 | -5.9 | -9.9 | -0.6 | 124.0 | -4.3 | 126.0*
Cc1nc(-c2noc(-c3cccc(Cl)c3)n2)c(C(F)(F)F)o1 | 14.1 | -1.0 | 40.9 | -16.5 | 5.7 | -0.6 | 98.0 | -7.6 | 103.0
O=C(NC(=O)N1CCN(c2ccc([N+](=O)[O-])cn2)CC1)c1ccccc1F | . | -1.0 | 36.4 | -15.1 | -0.5 | 0.5 | 106.0 | -1.0 | 101.0
Cc1ccc2c(C)nc(Nc3nc(CSc4nnc(C)s4)cc(=O)[nH]3)nc2c1 | -8.9 | 8.0 | 1.9 | -11.2 | 2.7 | -1.4 | 116.0 | -5.9 | 112.0
COc1ccc(-c2cc(C(=O)NCCCN3CCOCC3)no2)cc1 | 21.4 | 6.0 | 20.0 | 4.1 | -8.5 | 0.5 | 108.0 | -0.2 | 102.0
COc1cc(/C=C/C2=NNC(=O)CC2)cc(OC)c1OC | 19.6 | 10.0 | 19.7 | -13.5 | 2.0 | 0.3 | 112.0 | -9.5 | 111.0
COc1ccc(CNC(=O)c2nc(S(=O)(=O)Cc3ccccc3)ncc2Cl)cc1 | 2.9 | 0.0 | 17.0 | 9.1 | -14.5 | 1.1 | 103.0 | -20.0 | 101.0
Cc1ccc(S(=O)(=O)N(c2cccc(C(F)(F)F)c2)C2C=CS(=O)(=O)C2)cc1 (stereo unspecified) | 4.2 | -1.0 | -11.4 | 23.2* | -1.5 | -1.6 | 99.0 | -17.0 | 99.0
CC(=O)Oc1cc2c(C(C)=O)coc2c2ccccc12 | 23.5 | 4.0 | 0.2 | -7.9 | 8.9 | -1.6 | 106.0 | -0.8 | 102.0
COc1ccc(-c2nnc(SCC(=O)NCCc3ccc(S(N)(=O)=O)cc3)o2)cc1OC | 22.5 | 3.0 | -2.1 | -15.7 | -5.6 | -0.2 | 102.0 | -11.1 | 99.0
COc1ccc(NC(=O)/C(=C\c2ccc3c(c2)OCO3)NC(C)=O)cc1 | 10.6 | 20.0 | -21.4 | -3.6 | -7.0 | 5.0 | 123.0 | -4.5 | 106.0

Random draw from the library; 6.2% or so of the library scored in one or more.
